Source: PubChem (National Center for Advancing Translational Sciences (NCATS))
GLS inh: blocks human kidney-isoform glutaminase activity; O94925; GLS enzymatic activity, qHTS titration; Potency, µM (series often up to 45.5 µM), without a hit: at the top dose activity change, negative = inhibition, actives largely listed as inhibitors; 0.21% of 410,000 active; further: potency means the concentration at half of the fitted maximal effect; on the % scale 0 is the no-effect control and ±100 the full control effect
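Compounds were pin-transferred onto hKGA, after which L-glutamine (1 mM solution) and a detection mix of glutamate oxidase, HRP and Amplex Red were added. Initial and 30 min RT fluorescence reads were collected.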
TrxR1 substrate: is turned over as a substrate by rat TrxR1. 0.01% of 390,000 active. O89049. Potency, µM (titrated, usually from 114 µM), without a hit: at the top dose activity change, negative = substrate turnover. AID 588456. purified TrxR1 substrate turnover, NADPH consumption readout; further: potency means the concentration at half of the fitted maximal effect; on the % scale 0 is the no-effect control and ±100 the full control effect; nearly all actives have a fitted effect of over 50% in size
Target sequence (O89049 whole entry, looked up): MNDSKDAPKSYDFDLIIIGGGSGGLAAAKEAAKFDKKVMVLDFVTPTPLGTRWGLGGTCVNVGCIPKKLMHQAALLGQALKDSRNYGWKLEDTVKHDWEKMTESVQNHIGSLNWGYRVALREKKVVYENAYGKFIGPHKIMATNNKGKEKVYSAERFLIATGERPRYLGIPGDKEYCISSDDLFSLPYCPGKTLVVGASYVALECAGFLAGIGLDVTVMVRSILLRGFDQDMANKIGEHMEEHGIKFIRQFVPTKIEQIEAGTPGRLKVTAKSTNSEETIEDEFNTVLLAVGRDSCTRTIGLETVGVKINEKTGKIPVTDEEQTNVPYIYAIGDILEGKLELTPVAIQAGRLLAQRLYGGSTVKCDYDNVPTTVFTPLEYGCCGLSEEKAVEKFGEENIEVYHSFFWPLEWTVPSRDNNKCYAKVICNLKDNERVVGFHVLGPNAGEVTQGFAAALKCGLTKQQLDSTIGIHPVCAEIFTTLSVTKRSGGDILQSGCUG
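Rat TrxR1, dispensed at 90 nM, was prereduced with 400 uM NADPH (final) for 5 min at ~22 deg C, then incubated with compound 15 min before 400 uM selenite. A first-read NADPH fluorescence drop versus no-compound background flagged substrates.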
PGK inhibitor: inhibitors of T. brucei phosphoglycerate kinase; P07378; PGK/GAPDH coupled, Kinase-Glo luminescence, 60 min; Potency, µM (titrated, usually from 57.5 µM), inactives show top-dose activity change, negative = inhibition, usual class: inhibitors; 0.043% of 380,000 active; AID 602233; further: potency means the concentration at half of the fitted maximal effect; on the % scale 0 is the no-effect control and ±100 the full control effect; nearly all actives have a fitted effect of over 60% in size
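Luminescent ATP detection (Kinase-Glo Plus) follows a 60-minute room-temperature incubation, with wells lacking PGK as controls. Buffer: 100 mM TEA (pH 7.6), 5 mM MgCl2, 0.01% Tween-20. Coupling enzyme GAPDH (100 nM final) supplies unstable 1,3-BPG in-well.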
Pin1 inhibitor: blocks the human prolyl isomerase Pin1; Q13526; Pin1 FP peptide displacement, HiFluor488, 10 min; Potency, µM (highest dose often 115 µM), for inactives: top-dose activity, negative = inhibition, hits mostly inhibitors; 0.009% of 390,000 active; AID 504891; active means well fitted inhibition curve with a large enough effect in the polarisation, with a control signal flat, not every such curve was filed as active; inconclusive means small, poorly fitted or top-dose-only effect, or effect the other way, or a change in a side signal; inactive means no such curve, though single readings can be large or run the other way; the % refers to the polarisation; further: potency means the concentration at half of the fitted maximal effect; on the % scale 0 is the no-effect control and ±100 the full control effect
USP1-UAF1 inh: USP1/UAF1 (human) deubiquitinase inhibition; O94782; recombinant USP1/UAF1, Ub-Rhodamine cleavage fluorescence; Potency, µM (titrated, usually from 57.1 µM), for the others: top-dose activity change, negative = inhibition, actives largely listed as inhibitors; 0.23% of 390,000 active; further: potency means the concentration at half of the fitted maximal effect; on the % scale 0 is the no-effect control and ±100 the full control effect; nearly all actives have a fitted effect of over 60% in size; inactives centre near -12
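1 nM enzyme complex + cpd, 15 min RT; start with Ub-Rho 150nM final; kinetic fluorescence ex 480/em 540, 6 reads q60 s. Buffer 50mM HEPES pH 7.8, 0.5mM EDTA, 0.1 mg/ml BSA, 1mM TCEP, 0.01% Tween-20.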
PI4K2A inh: PI4K2A (human) kinase inhibition. AID 1346378. Q9BTU6. activity change, negative = inhibition, % at 76.9 µM. purified PI4K2A, ADP-Glo luminescence, 1 h; hits give low values. 0.13% of 420,000 active; in the data active means activity change below about -50%; inconclusive means mostly about -30% to -49%;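 further: -100% = wells without enzyme as full effect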
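In this quantitative HTS, ADP production by PI4K2A was quantified luminescently after 1 h at ambient temperature; 100 microM adenosine served as plate-quality control.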
HP1b binding inh: blocks HP1-beta chromodomain binding to methylated histone tails; AlphaScreen HP1-beta / biotin-H3K9me3 peptide binding; 0.56% of 390,000 active; Potency, µM (titrated, usually from 114 µM), for the others: at the top dose activity change, negative = inhibition, actives largely listed as inhibitors; AID 540317; P83916; further: potency means the concentration at half of the fitted maximal effect; nearly all actives have a fitted effect of over 70% in size; inactives centre near 23
Target sequence (P83916 whole entry, looked up): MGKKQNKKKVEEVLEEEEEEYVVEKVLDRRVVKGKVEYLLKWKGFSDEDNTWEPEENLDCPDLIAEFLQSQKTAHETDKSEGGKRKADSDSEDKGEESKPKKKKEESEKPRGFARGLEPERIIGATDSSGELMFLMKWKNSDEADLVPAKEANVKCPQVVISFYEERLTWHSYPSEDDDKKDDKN
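Compound inhibition of the preformed complex between 50 nM HP1-beta and 50 nM biotinylated H3K9me3 peptide was read by AlphaScreen. Buffer was PBS pH 7.4 with 0.01% Tween-20. Incubations ran 30 min at room temperature, with 10 ug/mL donor/acceptor beads.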
TrxR1 inh: blocks rat thioredoxin reductase 1; O89049; recombinant rTrxR1, NADPH fluorescence consumption, selenite substrate; Potency, µM (titrated, usually from 114 µM), inactives show at the top dose activity change, negative = inhibition, actives largely listed as inhibitors; 1% of 390,000 active; AID 588453; further: potency means the concentration at half of the fitted maximal effect; on the % scale 0 is the no-effect control and ±100 the full control effect; nearly all actives have a fitted effect of over 65% in size
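Rat TrxR1 (90 nM in the dispensed reagent) was pre-reduced with 400 uM NADPH for 5 min at room temperature, then incubated with compound for 15 min. After 400 uM selenite was added, NADPH fluorescence (Ex 340/Em 450 nm) was followed for 8 min.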
IDH1 R132H inh: human IDH1 R132H inhibition. IDH1-R132H enzyme, NADPH consumption, diaphorase/resazurin fluorescence. Potency, µM (doses to about 76.6 µM), for the others: at the top dose activity change, negative = inhibition, actives largely listed as inhibitors. 0.093% of 390,000 active. AID 602179; further: potency means the concentration at half of the fitted maximal effect; on the % scale 0 is the no-effect control and ±100 the full control effect; nearly all actives have a fitted effect of over 65% in size
Target sequence (O75874 whole entry R132H, stated change not applied): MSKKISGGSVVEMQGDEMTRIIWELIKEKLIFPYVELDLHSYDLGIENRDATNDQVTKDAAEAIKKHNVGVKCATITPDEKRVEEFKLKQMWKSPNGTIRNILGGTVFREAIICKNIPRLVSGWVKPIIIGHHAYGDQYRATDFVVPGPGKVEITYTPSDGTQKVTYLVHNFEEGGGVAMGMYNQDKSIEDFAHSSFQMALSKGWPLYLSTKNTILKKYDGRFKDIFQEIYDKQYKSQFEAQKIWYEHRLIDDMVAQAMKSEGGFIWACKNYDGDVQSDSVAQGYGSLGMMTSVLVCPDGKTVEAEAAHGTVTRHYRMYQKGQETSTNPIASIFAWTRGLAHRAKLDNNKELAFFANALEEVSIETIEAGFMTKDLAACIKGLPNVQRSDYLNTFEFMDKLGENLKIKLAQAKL
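IDH1-R132H (0.5 ug/mL) preincubated 30 min with compound, then NADPH (0.016 mM) and alpha-KG (2 mM) added; 80 min at RT, pH 7.5. Remaining NADPH coupled via diaphorase/resazurin to fluorescence (540/590 nm); concentration-response curves normalized to no-enzyme control.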
The depositor's hits bear a star; i = inactive; ? = inconclusive; nt = no result given; & = joins results of further samples; [ ] = remark or other dose. Unless noted, the call rests on the fitted dose curve; in most records, active means well fitted curve in the direction sought with a large enough effect; inconclusive means small, poorly fitted or top-dose-only effect, or another doubt; inactive means no such curve, though single readings can be large; an effect the other way counts as inactive or inconclusive. An excerpt; count on the stated rates, not on these rows.

SMILES	GLS inh	TrxR1 substrate	PGK inhibitor	Pin1 inhibitor	USP1-UAF1 inh	PI4K2A inh	HP1b binding inh	TrxR1 inh	IDH1 R132H inh
Clc1ccc(-n2nnnc2SCc2cn3ccccc3n2)cc1	6.2%	-6.2%	-3.9%	-3.3%	-12.8%	-2.2	47.6%[activator]	-15.1%	1.8%
Cn1c(=O)c2c(ncn2CC(=O)OCC(=O)NC2CCCc3ccccc32)n(C)c1=O (stereo unspecified)	-19.1%	-4.8%	-9.3%	-12.1%	-1.9%	3.5	23.7%	-0.7%	11.7%
O=C(O)COc1ccccc1/C=N/NC(=O)CSc1nnc(SCc2ccc(Cl)cc2)s1	-1.8%	37.3%[activator]	-14.6%	-20.1%	-19.8%	10.3	21.5%	53.9%[activator]	17.5%
Cc1ccc(-n2nc3c(N4CCC(C(=O)NCc5ccccc5Cl)CC4)nnc(C)c3c2C)cc1	10.4%	4.4%	-0.3%	24.5%	-0.9%	-3.8	32.0%	7.2%	13.2%
CC(O)Cn1cnc2c1c(=O)n(C)c(=O)n2C (stereo unspecified)	11.7%	0.5%	0.8%	-13.1%	-19.3%	0.2&-10.1	47.0%[activator]	-0.4%	10.4%
COc1cccc(Oc2ccc(S(=O)(=O)N3CCOCC3)cc2[N+](=O)[O-])c1	-5.8%	3.6%[57.1 µM]	i	-3.2%	?	2.8	-11.8%[57 µM]	11.7%[57.1 µM]	3.7%
O=C(c1ccc(COc2ccc(Cl)cc2Cl)o1)N1CCCC1	15.4%	-12.6%	-1.3%	-6.5%	-5.4%	0.5	18.2%	-21.0%	-2.9%
CCn1cc(/C=N/NC(=O)c2ccc3c(c2)OCO3)c(C)n1	13.2%	-13.2%	-4.9%	3.7%	0.3%	-0.5	31.4%	-13.4%	2.1%
O=C(COC(=O)c1cccc(C(=O)OCC(=O)c2ccc(Br)cc2)n1)c1ccc(Br)cc1	-1.0%	-2.3%	-1.3%	-2.1%	5.8%	-0.4	22.1%	0.4%	-3.5%
CC1CCc2c(sc3nnn(CC(=O)Nc4ccccc4Cl)c(=O)c23)C1 (stereo unspecified)	-4.7%	-6.4%	-7.9%	54.0%[activator]	-18.8%	-0.3	37.5%	22.3%	16.0%
COc1ccc(NC(=O)CC23CC4CC(C2)CC(n2nnc(C)n2)(C4)C3)cc1	-0.8%	25.0%	-1.4%	-8.8%	-7.4%	5.3	19.7%	15.7%	2.6%
C=C(C)C(=O)NNc1ccccc1	20.8%	2.4%[57.1 µM]	-1.1%	-1.3%	-20.1%	1.9	28.4%	1.0%[57.1 µM]	-5.6%
CC(=O)c1cccc(OCc2cc(C(=O)N(C)Cc3ccc(C)o3)no2)c1	23.0%	-3.3%	5.1%	5.6%	-6.4%	4.4	?	3.55µM*	11.1%
O=C(NCCN1CCOCC1)C(=O)NCc1ccco1	0.8%	-0.8%	-5.7%	-6.2%	-5.9%	-3.0	53.2%[activator]	11.0%	-13.2%
COc1ccc(C(=O)NCc2nnc(SCC(=O)N3CCOCC3)o2)cc1	0.2%	1.0%	-10.4%	-2.9%	-23.2%	1.2	29.6%	4.4%	-2.3%
C=C1C(O)[C@@H]2O[C@]3(CC[C@H](/C=C/C(C)[C@@H]4CC(C)=CC5(O[C@H](C[C@@](C)(O)CO)CCC5O)O4)O3)CC[C@H]2O[C@@H]1C(O)CC(C)[C@H]1OC2(CCCCO2)CCC1C (stereo partly specified)	-3.2%	13.6%	-9.7%	-6.8%	-25.5%	-2.1	64.2%[activator]	17.3%	13.8%
Nc1cccc(Nc2ncnc3ccccc23)c1	12.6%	-2.8%	-4.7%	-3.0%	-7.5%	-2.2	20.3%	1.5%	-5.6%
CCOC(=O)c1nnc(-c2cccs2)nc1Oc1ccccc1C(=O)OC	1.6%	-4.3%	-5.6%	2.2%	-14.4%	-6.4	36.0%	?	4.4%
O=C(O)/C=C/c1cccc2c1OCCO2	-6.1%	-1.5%	i	-9.0%	-6.1%	1.2	22.7%	7.9%	-1.9%
O=C(COn1nnc2ccc(Cl)cc21)NC12CC3CC(CC(C3)C1)C2	-3.7%	3.1%	1.7%	-5.4%	-17.8%	0.8	28.6%	18.3%	3.2%

Part of the list above in another layout.
Molecule | GLS inh | TrxR1 substrate | PGK inhibitor | Pin1 inhibitor | USP1-UAF1 inh | PI4K2A inh | HP1b binding inh | TrxR1 inh | IDH1 R132H inh
CCOC(=O)c1nnc(-c2cccs2)nc1Oc1ccccc1C(=O)OC | 1.6% | -4.3% | -5.6% | 2.2% | -14.4% | -6.4 | 36.0% | ? | 4.4%
O=C(O)/C=C/c1cccc2c1OCCO2 | -6.1% | -1.5% | i | -9.0% | -6.1% | 1.2 | 22.7% | 7.9% | -1.9%
O=C(COn1nnc2ccc(Cl)cc21)NC12CC3CC(CC(C3)C1)C2 | -3.7% | 3.1% | 1.7% | -5.4% | -17.8% | 0.8 | 28.6% | 18.3% | 3.2%

Later entries
SMILES	GLS inh	TrxR1 substrate	PGK inhibitor	Pin1 inhibitor	USP1-UAF1 inh	PI4K2A inh	HP1b binding inh	TrxR1 inh	IDH1 R132H inh
Cc1ccccc1Nc1c(-c2cccc(N(C)C)c2)nc2ccc(Br)cn12	-9.7%	-16.5%	i	-4.6%	-9.7%	-2.7	-4.2%	-26.4%	-0.7%
COc1ccc(C2C(=O)N(C3CCCCCC3)CC(=O)N2CCc2ccc(Cl)cc2)cc1OC (stereo unspecified)	-1.2%	2.7%[57.1 µM]	i	-0.8%	-14.2%	0.4	-4.1%	23.7%[57.1 µM]	-21.2%
Cc1ccc(NNC(=S)Nc2ccc(C(C)C)cc2)c(C)c1	?	-9.3%	-1.4%	-4.4%	-8.6%	-0.4	22.4µM*	-16.1%	1.9%
COCCOc1ccc(C(F)(F)F)cc1NC(=O)COC(=O)Cc1c[nH]c2ccccc12	15.8%	-4.0%	3.8%	7.9%	-2.1%	-7.5	13.1%	0.3%	-0.6%
CCOc1ccc(CC2S/C(=N/c3ccccn3)NC2=O)cc1 (stereo unspecified)	0.6%	-1.1%	nt	0.7%	2.8%	-1.1	8.4%	17.9%[57.1 µM]	0.0%
Cc1cnc(CNC(=O)c2ccc(OC3CCN(C(=O)C4CC4)CC3)cc2)cn1	8.6%	-0.1%[57.1 µM]	6.5%	5.1%	-8.5%	3.7	10.5%	1.1%[57.1 µM]	-7.1%
Cc1cc(C)c2c(=O)n3c(nc2c1)C(Cc1ccc(O)cc1)NC(=O)c1cc2ccccc2cc1-3 (stereo unspecified)	0.5%	nt	-8.7%	nt	-24.2%	-0.4	nt	nt	6.8%
O=C(CSc1nnc(C2COc3ccccc3O2)o1)Nc1ccc(F)cc1Cl (stereo unspecified)	-1.5%	2.6%[57.1 µM]	3.2%	-5.1%	-24.5%	2.8	65.7%[activator]	6.9%[57.1 µM]	-6.4%
Cc1[nH]c2ccccc2c1-c1csc(NC(=O)CN2CCOCC2)n1	1.1%	0.9%[57.1 µM]	i	0.9%	-6.1%	-13.8	17.4%	-7.7%[57.1 µM]	-1.2%
COc1ccc(SCCN2CC[C@@H](C)CCC2=O)cc1	0.2%	1.1%&-4.5%	10.4%	4.5%	-33.7%	-1.3	61.9%[activator]	12.0%&5.3%	3.2%
O=C(COC(=O)c1cccs1)NCCN1C(=O)CSC1=O	8.5%	3.6%	5.8%	4.1%	6.7%	4.1	59.0%[activator]	20.9%	1.0%
Cc1cc(C)c(S(=O)(=O)Nc2ccc(-c3ccc(N4CCCCC4)nn3)cc2)c(C)c1	-3.1%	-6.3%[57.1 µM]	-2.2%	25.1%	-25.3%	-2.4	10.1%[57 µM]	2.2%[57.1 µM]	2.6%
O=C(/C=C/c1ccco1)NC(=S)Nc1cc(C(F)(F)F)ccc1N1CCOCC1	2.2%	5.6%[57.1 µM]	-5.4%	5.2%	-17.8%	10.4	11.5%	-1.4%[57.1 µM]	-2.8%
COc1ccc(C(=O)Nc2cc(C)cc(C)c2)cc1S(=O)(=O)N1CCOCC1	0.3%	0.9%[11.4 µM]	2.6%	-2.6%	-7.0%	-10.3	51.1%[activator]	-7.5%[11.4 µM]	4.6%
C/C(=C\[C@@H](NP(=O)(c1ccccc1)c1ccccc1)c1ccccc1)CO[Si](c1ccccc1)(c1ccccc1)C(C)(C)C	12.3%	-0.9%	2.7%	26.9%	19.6%	-1.7	-15.1%	-1.6%	-5.0%
COc1cccc(CNC(=O)Cn2c(SCC(=O)Nc3ccc(F)cc3)nc3ccccc32)c1	-8.8%	1.4%[57.1 µM]	-8.8%	2.8%	-5.0%	-2.2	49.3%[activator]	9.5%[57.1 µM]	19.3%
O=C(O)CCN1C(=O)/C(=C2\C(=O)N(Cc3ccc(F)cc3)c3ccccc32)SC1=S	-32.3%	-6.0%	-8.8%	-4.8%	-11.5%	-2.2	28.2µM*	-0.8%	9.27µM*
CCOC(=O)CC(=O)CSc1ccc2nnc(-c3ccccc3)n2n1	6.4%	19.7%	5.1%	1.4%	-9.7%	4.5	22.2%	11.0%	-0.8%
CCCN1CCN(S(=O)(=O)c2ccc3c(c2)OCCO3)CC1	-8.4%	3.2%	-5.1%	6.5%&3.0%	?	-1.8	4.6%[57 µM]	15.3%	14.5%
